AID inhibitor: inhibitors of human activation induced cytidine deaminase; Potency, µM (doses to about 115 µM), inactives show top-dose activity change, negative = inhibition, most hits filed as inhibitors; AID 1347428; Q9GZX7; AID deamination FRET fluorescence, UDG-coupled, 4 h; 91,000 compounds, 0.32% hits; note: nearly all actives have a fitted effect of over 25% in size
Target sequence (Q9GZX7 whole entry, looked up): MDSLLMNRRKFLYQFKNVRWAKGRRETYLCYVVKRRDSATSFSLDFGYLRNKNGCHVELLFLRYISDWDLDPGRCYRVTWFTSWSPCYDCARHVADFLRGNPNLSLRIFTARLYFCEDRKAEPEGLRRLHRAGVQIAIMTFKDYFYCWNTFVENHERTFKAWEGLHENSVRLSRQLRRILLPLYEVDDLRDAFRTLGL
UDG counter: counter-screen for AID inhibitors: uracil-DNA glycosylase inhibition; 91,000 compounds, 0.14% hits; AID 1347430; FRET deamination/UDG coupled assay, UDG read, 4 h; Potency, µM (doses to about 115 µM), without a hit: at the top dose activity change, negative = inhibition, actives largely listed as inhibitors; note: nearly all actives have a fitted effect of over 65% in size
* = called active by the depositor; ? = inconclusive; [ ] = another dose, or the depositor's remark. Calls come from the whole dose curve; as a rule, active = well fitted curve in the direction sought with a large enough effect; inconclusive = small, poorly fitted or top-dose-only effect, or another doubt; inactive = no such curve, though single readings can be large; an effect the other way counts as inactive or inconclusive. % is set by controls: 0 for no effect and ±100 for the full control effect; potency is the fitted concentration of half-maximal effect. A portion of the library; rates above refer to the full screens.

mol | UDG counter | AID inhibitor
COc1ccccc1CSc1nc2n(n1)C(c1ccccc1)C(C(=O)Nc1ccc(C)cc1)=C(C)N2 (centres undefined) | -10% | -4%
Cc1ccccc1CNC(=O)c1ccc(Cn2c(SCc3cccc(F)c3)nc3cccnc32)cc1 | -1%[57.5 µM] | -18%
CCOc1ccc(NC(=O)/C(C#N)=C\c2ccc(-c3ccc(Cl)cc3)o2)cc1 | -6% | 8%
N#Cc1cccc(NC(=O)NCCNC(=O)Nc2cccc(C#N)c2)c1 | -2% | -12%
Cc1ccc(C)c(N2CCN(C(=O)CCc3c(C)nn(-c4ccc(N5CCCC5)nn4)c3C)CC2)c1 | -5%[57.5 µM] | -17%
CS(=O)(=O)N1CCCc2cc(C(=O)Nc3cccc(C(F)(F)F)c3)ccc21 | -9% | -23%
O=C(Nc1c(Cl)cccc1Cl)C1CC1(c1ccccc1)c1ccccc1 (centres undefined) | 10% | 4%
Cc1ccc(NC(=O)c2ccccc2C)c(Br)c1 | 1% | -7%
COc1ccc(CCNC(=O)Cn2nc(C)c3c(C)n(-c4ccc(C)cc4)nc3c2=O)c(OC)c1 | 2% | ?
Cc1cccc(NC(=O)Nc2cccs2)c1C | -9% | 14%
CC1CCCC(NC(=O)/C=C/c2ccc3c(c2)CCO3)C1C (centres undefined) | -10% | -3%
CC(C)(C)NC(=O)NC(=O)COC(=O)CCCc1c[nH]c2ccccc12 | 11% | -2%
CC(CCc1ccccc1)NC(=O)C1CCCO1 (centres undefined) | 6% | 8%
Cc1ccc(C(c2cccc(Br)c2)c2cn(C)c3ccccc23)s1 (centres undefined) | -6% | 46%[activator]
Cc1ccc(CNC(=O)c2ccc3c(c2)CCN3S(=O)(=O)c2ccccc2)cc1 | 1% | -10%
Cc1ccc(-c2nc3ncccc3o2)cc1NC(=O)COc1ccc(C(C)C)cc1 | 22% | -1%
COC(=O)c1c(C)[nH]c(C(=O)COc2ccc3c(-c4ccccc4)cc(=O)oc3c2)c1C | 6% | 0%
Cc1nnc(NC(=O)c2cc(-c3ccncc3)nc3ccccc23)s1 | 7% | -1%
Cc1cccc(NC(=O)C(=O)NCC(c2ccc3c(c2)OCO3)N2CCN(C)CC2)c1C (centres undefined) | 4% | 1%
CCOc1ccc(-c2c(C)nn3c(-c4ccccc4)c(C(=O)NCCOC)cnc23)cc1OCC | 0% | -16%
Cc1cccc(N2CC(c3nc4ccccc4[nH]3)CC2=O)c1C (centres undefined) | 12% | -2%
O=C(NCCc1nc2ccccc2[nH]1)c1cccc(N2CCCN(Cc3ccccc3)C2=O)c1 | 1% | -22%
Cn1nc(C(=O)OCC(=O)Nc2cccc(C(F)(F)F)c2)c2ccccc2c1=O | 3% | -3%
Cc1oc2ccc(O)c(CN3CCC(C)CC3)c2c1C(=O)Nc1ccccc1 | 39%[activator] | 7%
COc1ccc(C2=NC(C(F)(F)F)(C(F)(F)F)N=C(N3CCOCC3)O2)cc1 | -5% | -19%
C=CCNC(=O)C(C)OC(=O)c1cc2ccc(OC)cc2nc1C (centres undefined) | 1% | -2%
Cc1ccc(NC(=O)c2cc(S(=O)(=O)N3CCC(C)CC3)cn2C)cc1Cl | 6% | 13%
COc1ccc(C2CCCN2Cc2cc(=O)oc3cc(C)ccc23)cc1 (centres undefined) | 2% | -12%
CCCc1nn2c(=O)cc(COC(=O)c3ccccc3NC(=O)c3cccs3)nc2s1 | 0% | 4%
Cc1cc(C(=O)OCC(=O)NC(=O)NC(C)C)c2ccccc2n1 | 3% | 4%
C=C(C)COc1cccc(NC(=O)c2ccccc2)c1 | -4% | -2%
COc1ccc(-c2c(C)c3ccc(O)c(CN4CCCCC4C)c3oc2=O)cc1OC (centres undefined) | 3% | 2%
CC(C)Oc1ccc(CNC(=O)c2ccc3nc(SCc4ccc(F)cc4)n(C)c3c2)cc1 | -6% | 2%
O=C(NC1CCC(c2ccccc2)CC1)C1CC2CCCC(C1)C2=O (centres undefined) | 3% | -5%
CS(=O)(=O)NCC1CCCN(C(=O)c2ccc3ccccc3n2)C1 (centres undefined) | 0% | -3%
CC(=O)Nc1ccc(NC(=O)CN2C(=O)CN(C)C(=O)c3ccccc32)cc1 | 0% | 5%
Cc1ccc(/C(O)=C2\C(=O)C(=O)N(c3nnc(C)s3)C2c2ccc(C)cc2)cc1 (centres undefined) | 8% | 8%
CCOC(=O)c1c(C)oc2ccc(N(C(=O)Oc3ccccc3)S(=O)(=O)c3ccc(CC)cc3)cc12 | -12% | -26%
O=C(CSc1cn(CC(=O)N2CCCCC2)c2ccccc12)NCc1ccc(F)cc1 | -7% | 4%
Cc1cc(C)c(NC(=O)CN2C(=O)C3(SCC(=O)N3c3ccc(F)cc3)c3ccccc32)c(C)c1 (centres undefined) | -4% | -8%
CCN1CCN(C(=O)C(C)Sc2cc(C)c3cccc(C)c3n2)CC1 (centres undefined) | 10% | -3%
CC1=Nc2cc(C(=O)NCCc3ccc(Cl)cc3)ccc2Sc2c(C)ccc(C)c21 | -3% | ?
CCOC(=O)c1c(Nc2ccc(OCC)cc2)nnc(-c2ccccc2)c1-c1ccccc1 | -16% | ?
Cc1ccc(CNC(=O)c2nn(C)c3c2CSc2ccc(C)cc2-3)cc1 | -20% | ?
O=C(NCc1ccncc1)C1(c2cccc(C(F)(F)F)c2)CCOCC1 | 4% | -1%
COc1cccc(OCCn2c(CN3CCCCC3)nc3ccccc32)c1 | -6% | -20%
Cc1oc2cc(OCC(=O)N3CCCCCC3)ccc2c(=O)c1-c1ccc(Cl)cc1 | -20% | ?
CCOC(=O)c1[nH]c(C)c(C(=O)Cn2cnc3ccccc3c2=O)c1C | 6% | 8%
CCOc1c(/C=N/O)cccc1OC | 12% | 1%
Cc1ccc(-c2cc(C(=O)Nc3c(C(=O)c4ccccc4)oc4ccccc34)no2)cc1F | 84%[activator] | 12%
O=C(C1CCCO1)N1CCN(Cc2coc(-c3ccc(Cl)cc3)n2)CC1 (centres undefined) | 1% | 3%
COc1ccc(S(=O)(=O)N(CCc2ccccc2)CC(=O)Nc2ccc(C)c(C)c2)cc1OC | ? | ?
CC(C)c1ccc(CCCN)cc1 | -6% | -2%
Cc1cc(C)cc(NS(=O)(=O)c2ccc(-n3cccn3)cc2)c1 | -1% | 18%
CSC(C)C(=O)Nc1cccc(Cl)c1 (centres undefined) | 0% | -5%
COc1cc(C2CC(=O)Nc3c2c(C)nn3-c2ccc(Cl)nn2)cc(OC)c1OC (centres undefined) | 1% | -6%
C#CCOc1ccc(-c2nnc(Nc3cccc(C)c3)c3ccccc23)cc1 | -14%[57.5 µM] | -10%[57.5 µM]
CCS(=O)(=O)c1ncc(N(Cc2cccc(F)c2)Cc2ccco2)c(C(=O)Nc2ccccc2Cl)n1 | -3% | -10%
CCCN(C(=O)NCc1noc2ccc(C)cc12)c1ccc(Cl)c(Cl)c1 | -8% | ?
CCN(CC)c1ccc(C(=O)NCc2ccco2)cc1 | 7% | 2%

The list goes on:
mol | UDG counter | AID inhibitor
Nc1c(-c2nc(-c3ccc(Cl)cc3)no2)nnn1-c1ccc(C(F)(F)F)c(Cl)c1 | 9% | 9%
Cn1c(SCC(=O)Nc2nc3ccccc3s2)ncc(C(=O)Nc2ccc(F)cc2)c1=O | 2% | 7%
O=c1ccc2c(OCCCCc3ccccc3)c3ccoc3cc2o1 | -5% | -14%
COc1ccc(-c2nc(NC(=O)c3cc(F)cc(F)c3)n[nH]2)cc1OC | -5% | -1%
Cc1ccc(C(=O)NCCCN(C)CC(F)(F)F)cn1 | -7% | -8%
COc1ccc(-c2cc(=O)n3[nH]c(C(F)(F)F)nc3n2)cc1 | -9% | -5%
COc1ccc(NC(=O)c2ccco2)cc1NC(=O)c1ccc(C)c(C)c1 | 11% | 1%
CCCNC(=O)c1ccc2c(c1)NC(=O)CS2 | -5% | -5%
CC1Sc2ccc(S(=O)(=O)CCC(=O)NC3CCCCCCC3)cc2NC1=O (centres undefined) | -1% | -6%
CC(Sc1ccc2ccccc2n1)C(=O)NC(N)=O (centres undefined) | -8% | -9%
COc1ccc(NC(=O)c2c(Cl)cccc2Cl)cc1 | 6% | 0%
CCOC(=O)c1c(Nc2ccc(O)cc2)nnc(-c2ccccc2)c1-c1ccccc1 | -11% | -13%
Cc1ccc([N+](=O)[O-])cc1N=C/C(Br)=C/c1ccccc1 | -9% | ?
Cc1nc2sc(C(N)=O)c(N)c2c(-c2ccc(Br)cc2)c1C(=O)Nc1ccc(Cl)cc1 | -18% | -23%
Cc1ccc(-c2csc(/C=C/c3ccc(C(F)(F)F)cc3)n2)cc1 | -3% | -2%
COc1ccc(-c2cc(C(=O)Oc3ccccc3)c3cc(C)ccc3n2)cc1 | -9% | ?
Nc1c(C(=O)Nc2ccccc2)sc2nc3c(cc12)CN(Cc1ccccc1)CC3 | 1%[57.5 µM] | 79%[activator]
COc1ccc(NC(=O)Cn2c(=O)n(-c3ccc(OC)cc3)c(=O)c3ccc(C(=O)NCc4ccc(C)cc4)cc32)cc1 | -4% | -28%
COc1ccc(-n2ncc(C(=O)N3CCN(C4CCCCC4)CC3)c2C2CCN(C(=O)OC(C)(C)C)CC2)cc1 | 2% | -10%
COc1ccc(-c2ccc(CCC(=O)O)n2-c2ccccc2O)cc1 | -5% | -19%
CCNC(=S)NCc1ccccc1 | 0% | -8%
CNC(=O)c1ccc(/C=C/C(=O)c2ccc(OCCC(C)C)cc2)cc1 | -3% | -11%
Cc1c(Cl)cccc1S(=O)(=O)N(Cc1nccn1C)C1CC1 | -3% | 0%
Cc1sc2ncn(CC(=O)N(C)c3ccc(C(C)C)cc3)c(=O)c2c1S(=O)(=O)N1CCC(C)CC1 | 1% | ?
Cc1cc(Nc2cccc(Cl)c2)nc2ccc(NC(=O)Cc3cccc(C(F)(F)F)c3)cc12 | -15% | -19%
CCCSc1nc2c(c(=O)[nH]1)C(c1ccc(F)cc1F)CC(=O)N2 (centres undefined) | 4% | -10%
CCOC(=O)c1scc(-c2ccccc2)c1S(=O)(=O)Nc1cccc(CC)c1 | -6% | -5%
CC1CCCC(NC(=O)c2c(F)cccc2F)C1C (centres undefined) | 3% | 5%
Cc1ccc(NC(=O)c2nccnc2N)cc1C | -6% | -4%
Cc1c(NC(=O)c2sc3ccccc3c2Cl)cccc1-c1nc2ccccc2o1 | -1% | 9%
COP(=O)(OC)c1nc(-c2cccc([N+](=O)[O-])c2)oc1NCc1ccc(F)cc1 | 1% | -6%
O=C(Nc1c(NCc2ccccc2)c2ccccc2oc1=O)c1ccco1 | 3% | -2%
COc1ccc(NC(=O)N(Cc2nnc3n2CCCCC3)c2ccc(OC)c(Cl)c2)cc1 | -2% | 5%
Cn1c(=O)c2c(nc(NCc3ccccc3)n2Cc2ccccc2Cl)n(C)c1=O | -10%[57.5 µM] | 5%[57.5 µM]
Cc1ccc(Cl)cc1N1CCN(C(=O)C2CCCN(S(=O)(=O)c3ccc(Br)s3)C2)CC1 (centres undefined) | -18%[57.5 µM] | -2%
Cc1csc2nc(CCNS(=O)(=O)c3ccccc3)cn12 | -7%[57.5 µM] | -19%
CCOc1ccccc1NC(=O)c1cnn2c(C(F)F)cc(-c3ccccc3)nc12 | -13% | ?
ClC(Cl)(Cl)C1c2ccccc2Nc2ccccc21 | -1% | 7%
CC(=O)N/N=C(/C)c1ccc(NC(=O)C2CC2)cc1 | 5% | 60%[activator]
CN1CCN(C(C#N)c2ccc(O)cc2)CC1 (centres undefined) | -7% | -6%
Cc1cccc(C)c1NC(=O)COc1ccc(S(=O)(=O)N2CCCC2)cc1C(N)=O | -6% | -5%
CC1CCN(c2ccc(-c3cccc(NS(=O)(=O)c4cccs4)c3)nn2)CC1 | 6% | -2%
CSCc1ccc(C(=O)Nc2ccc(C(F)(F)F)cc2)cc1 | 1% | -6%
Cc1ccc(C(=O)N(Cc2ccccn2)C2CC2)s1 | -14% | -5%
O=C(CSc1nc2ccccc2s1)Nc1cc(C(F)(F)F)cc(C(F)(F)F)c1 | -5% | 4%
CCOc1ccc(NC(=O)Cn2c(=O)c(CNc3ccccc3)cc3cc4c(cc32)OCCO4)cc1 | -6% | ?
CCC(C)Nc1nc(-c2ccc(Cl)cc2)cs1 (centres undefined) | -18% | ?
CCc1c(C)sc2c1CCN(Cc1ccccc1)C2c1ccccc1 (centres undefined) | -4% | 22%
Cc1cc(Br)ccc1NC(=O)c1sc2nc(-c3ccncc3)ccc2c1N | 7% | ?
CCc1c(C)sc(NC(=O)C2CCC2)c1C#N | 4% | 16%
CC(C)(C)NC(=O)c1cccc(NC(=O)c2cccnc2)c1 | 2% | 8%

Looked up by structure from above:
mol | UDG counter | AID inhibitor
CN1CCN(C(C#N)c2ccc(O)cc2)CC1 (centres undefined) | -7% | -6%
CCOc1ccc(NC(=O)Cn2c(=O)c(CNc3ccccc3)cc3cc4c(cc32)OCCO4)cc1 | -6% | ?
Cc1ccc(Cl)cc1N1CCN(C(=O)C2CCCN(S(=O)(=O)c3ccc(Br)s3)C2)CC1 (centres undefined) | -18%[57.5 µM] | -2%
COc1ccc(NC(=O)N(Cc2nnc3n2CCCCC3)c2ccc(OC)c(Cl)c2)cc1 | -2% | 5%
Cc1csc2nc(CCNS(=O)(=O)c3ccccc3)cn12 | -7%[57.5 µM] | -19%
CCOc1ccccc1NC(=O)c1cnn2c(C(F)F)cc(-c3ccccc3)nc12 | -13% | ?
Cc1ccc(C(=O)N(Cc2ccccn2)C2CC2)s1 | -14% | -5%

Source: PubChem (National Center for Advancing Translational Sciences (NCATS))
